NSD2 block = inhibitors of human NSD2 methyltransferase; inhibition, % at 12.5 µM; NSD2-SET H3K36me1 DELFIA fluorescence, biochemical; 44,000 compounds, 0.07% hits; O96028; in the data active = inhibition above about 54%, passing the limit was not always enough;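 also: inhibitors reduce the monomethyl H3K36 fluorescence signal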
Target sequence (O96028 whole entry, looked up): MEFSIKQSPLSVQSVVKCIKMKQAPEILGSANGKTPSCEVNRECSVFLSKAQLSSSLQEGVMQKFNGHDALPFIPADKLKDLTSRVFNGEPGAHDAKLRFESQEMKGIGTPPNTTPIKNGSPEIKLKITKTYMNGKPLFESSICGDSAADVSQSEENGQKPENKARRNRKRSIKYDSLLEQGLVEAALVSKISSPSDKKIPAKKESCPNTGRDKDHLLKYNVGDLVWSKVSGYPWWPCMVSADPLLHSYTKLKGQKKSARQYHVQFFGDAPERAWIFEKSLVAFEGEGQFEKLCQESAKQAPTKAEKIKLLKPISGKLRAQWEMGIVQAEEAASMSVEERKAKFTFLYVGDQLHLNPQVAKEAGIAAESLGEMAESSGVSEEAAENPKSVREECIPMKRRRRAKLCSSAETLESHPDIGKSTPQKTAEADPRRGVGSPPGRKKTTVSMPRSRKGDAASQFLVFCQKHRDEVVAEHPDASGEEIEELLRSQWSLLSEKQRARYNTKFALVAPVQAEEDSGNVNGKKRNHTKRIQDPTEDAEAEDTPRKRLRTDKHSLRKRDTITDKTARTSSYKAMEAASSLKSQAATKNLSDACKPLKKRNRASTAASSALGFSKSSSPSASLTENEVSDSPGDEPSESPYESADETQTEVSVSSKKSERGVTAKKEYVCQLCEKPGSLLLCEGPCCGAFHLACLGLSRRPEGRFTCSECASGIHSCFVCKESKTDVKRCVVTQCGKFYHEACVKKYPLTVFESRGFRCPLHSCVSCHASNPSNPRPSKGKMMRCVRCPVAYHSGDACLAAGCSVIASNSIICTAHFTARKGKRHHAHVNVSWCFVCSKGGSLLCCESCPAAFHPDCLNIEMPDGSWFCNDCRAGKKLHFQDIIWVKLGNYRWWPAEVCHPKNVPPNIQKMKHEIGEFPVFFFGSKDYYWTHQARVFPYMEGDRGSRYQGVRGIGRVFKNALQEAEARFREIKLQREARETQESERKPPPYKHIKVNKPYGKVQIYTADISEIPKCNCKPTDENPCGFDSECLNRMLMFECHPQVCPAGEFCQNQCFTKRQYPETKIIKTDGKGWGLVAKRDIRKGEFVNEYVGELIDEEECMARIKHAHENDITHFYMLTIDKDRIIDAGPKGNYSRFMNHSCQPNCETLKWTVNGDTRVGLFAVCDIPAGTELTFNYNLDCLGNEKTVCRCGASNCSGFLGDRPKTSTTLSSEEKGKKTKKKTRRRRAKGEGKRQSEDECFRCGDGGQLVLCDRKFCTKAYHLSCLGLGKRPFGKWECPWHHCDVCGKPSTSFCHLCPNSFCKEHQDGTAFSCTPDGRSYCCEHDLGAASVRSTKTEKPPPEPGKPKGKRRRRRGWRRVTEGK
Numbers without * were called inactive; i = inactive. This is a subset; the hit share may differ from the screen's.

COc1ccc(S(=O)(=O)Nc2ccc3c(c2)C(=O)N([C@H](C)CO)C[C@@H](C)[C@H](CN(C)C(=O)Nc2cccc4ccccc24)OCCCC[C@@H](C)O3)cc1
  NSD2 block = 19
C[C@H](NC(=O)C[C@H]1C[C@H]2c3cc(NS(=O)(=O)c4ccc(F)cc4)ccc3O[C@H]2[C@H](CO)O1)c1ccccc1
  NSD2 block = -3
C[C@@H]1CN([C@@H](C)CO)C(=O)c2cccc(NC(=O)c3nc4ccccc4s3)c2O[C@H]1CN(C)C(=O)NC1CCCCC1
  NSD2 block = -1
Cc1ccc(S(=O)(=O)N(C)C[C@H]2OCc3cn(nn3)CCCC(=O)N([C@H](C)CO)C[C@H]2C)cc1
  NSD2 block = 1
COc1ccc(NC(=O)N(C)C[C@@H]2OCc3cnnn3CCCC(=O)N([C@@H](C)CO)C[C@@H]2C)c(OC)c1
  NSD2 block = -8
CNC[C@H]1Oc2ncc(C3=CCCCC3)cc2C(=O)N([C@@H](C)CO)C[C@H]1C
  NSD2 block = 5
C[C@H]1CN([C@@H](C)CO)C(=O)c2cc(C#Cc3ccccc3F)cnc2O[C@@H]1CN(C)C(=O)C1CCCCC1
  NSD2 block = -7
C[C@H]1CN([C@@H](C)CO)C(=O)c2cc(C#CCc3ccccc3)cnc2O[C@H]1CN(C)C(=O)Cc1cccnc1
  NSD2 block = 1
COCC(=O)N(C)C[C@@H]1Oc2ncc(C#CC3(O)CCCC3)cc2C(=O)N([C@H](C)CO)C[C@H]1C
  NSD2 block = -2
COc1ccc(S(=O)(=O)Nc2ccc3c(c2)C(=O)N([C@H](C)CO)C[C@@H](C)[C@@H](CN(C)C(=O)Nc2ccc(F)cc2)O3)cc1
  NSD2 block = 1
C[C@@H]1CCCCO[C@@H](CN(C)C(=O)Cc2ccccc2)[C@H](C)CN([C@H](C)CO)C(=O)c2cc(NC(=O)Nc3ccccc3)ccc2O1
  NSD2 block = -156
C[C@H](CO)N1C[C@H](C)[C@@H](CN(C)S(C)(=O)=O)Oc2ncc(C#Cc3ccc(F)cc3)cc2C1=O
  NSD2 block = -9
C[C@@H]1CCCCO[C@@H](CN(C)C(=O)Nc2ccc(C(F)(F)F)cc2)[C@H](C)CN([C@@H](C)CO)C(=O)c2cc(NS(=O)(=O)c3cccs3)ccc2O1
  NSD2 block = -6
C/C=C/c1cnc2c(c1)C(=O)N([C@H](C)CO)C[C@H](C)[C@H](CN(C)Cc1ccccc1)O2
  NSD2 block = -1
CC(C)NC(=O)N(C)C[C@H]1Oc2ccc(NC(=O)Cn3cnnn3)cc2CC(=O)N([C@@H](C)CO)C[C@@H]1C
  NSD2 block = 7
C[C@@H]1CN([C@@H](C)CO)C(=O)c2cc(C#Cc3ccccn3)cnc2O[C@H]1CN(C)CC1CCOCC1
  NSD2 block = 3
C[C@H](CO)N1C[C@H](C)[C@@H](CN(C)S(=O)(=O)c2ccc(F)cc2)Oc2ccc(NS(=O)(=O)c3cn(C)cn3)cc2CC1=O
  NSD2 block = 5
C[C@@H]1CN([C@@H](C)CO)C(=O)c2cc(C#CC3CCCC3)cnc2O[C@H]1CN(C)Cc1ccncc1
  NSD2 block = 11
C[C@@H]1CN([C@H](C)CO)C(=O)CCCn2cc(nn2)CO[C@@H]1CN(C)C(=O)Nc1ccc(-c2cccs2)cc1
  NSD2 block = -1
C[C@@H]1CN([C@@H](C)CO)C(=O)c2cc(NS(=O)(=O)c3cccs3)ccc2O[C@@H]1CN(C)S(=O)(=O)c1ccc(F)cc1
  NSD2 block = -3
COc1ccc(S(=O)(=O)N(C)C[C@@H]2Oc3c(NC(=O)c4cnccn4)cccc3C(=O)N([C@@H](C)CO)C[C@H]2C)cc1
  NSD2 block = 2
CCCC#Cc1cnc2c(c1)C(=O)N([C@H](C)CO)C[C@@H](C)[C@@H](CN(C)Cc1ccc(F)cc1)O2
  NSD2 block = 0
Cc1noc(C)c1S(=O)(=O)Nc1ccc2c(c1)CC(=O)N([C@@H](C)CO)C[C@H](C)[C@H](CN(C)C(=O)Nc1ccccc1)O2
  NSD2 block = -2
C[C@H]1CN([C@@H](C)CO)C(=O)c2cc(N(C)C)ccc2O[C@H]1CN(C)CC1CCCCC1
  NSD2 block = 0
CC1OC(OCC2OC(Oc3c(-c4ccc(O)cc4)oc4cc(O)cc(O)c4c3=O)C(O)C(O)C2O)C(O)C(O)C1O (centres undefined)
  NSD2 block = 0

C[C@@H]1CCCCO[C@@H](CN(C)C(=O)Nc2ccc3c(c2)OCO3)[C@H](C)CN([C@H](C)CO)C(=O)c2cc(NS(=O)(=O)c3cccs3)ccc2O1
  NSD2 block = 21
Cc1ccc(S(=O)(=O)Nc2ccc3c(c2)C(=O)N([C@H](C)CO)C[C@H](C)[C@@H](CN(C)C(=O)Nc2ccccc2)OCCCC[C@H](C)O3)cc1
  NSD2 block = -2
C[C@H]1CN([C@@H](C)CO)C(=O)c2cc(N(C)C)ccc2O[C@H]1CN(C)S(C)(=O)=O
  NSD2 block = 0
C[C@H](CO)N1C[C@H](C)[C@H](CN(C)C(=O)Nc2ccc(F)cc2)Oc2c(NS(=O)(=O)c3cccs3)cccc2C1=O
  NSD2 block = 2
C[C@@H]1CCCCO[C@@H](CN(C)Cc2ccc3c(c2)OCO3)[C@@H](C)CN([C@@H](C)CO)C(=O)c2cc(NS(=O)(=O)c3ccc(Cl)cc3)ccc2O1
  NSD2 block = 4
C/C=C/c1ccc2c(c1)O[C@@H](CN(C)C(=O)Cc1ccncc1)[C@H](C)CN([C@H](C)CO)S2(=O)=O
  NSD2 block = 8
C[C@H](CO)N1C[C@H](C)[C@@H](CN(C)Cc2cccc(C(=O)O)c2)OCc2cnnn2CCCC1=O
  NSD2 block = -4
CN1CCN(C(=O)C[C@@H]2C[C@H]3c4cc(NC(=O)Nc5ccccc5)ccc4O[C@H]3[C@H](CO)O2)CC1
  NSD2 block = -6
C[C@@H]1CN([C@H](C)CO)C(=O)c2cc(NC(=O)Nc3ccc(C(F)(F)F)cc3)ccc2O[C@@H]1CN(C)CC1CC1
  NSD2 block = -7
COCC(=O)N(C)C[C@H]1Oc2ncc(C#CC3(O)CCCC3)cc2C(=O)N([C@@H](C)CO)C[C@H]1C
  NSD2 block = 10
CCCNC(=O)N(C)C[C@H]1Oc2ncc(-c3ccncc3)cc2C(=O)N([C@H](C)CO)C[C@@H]1C
  NSD2 block = 4
Cc1ccc(-c2ccc3c(c2)O[C@H](CN(C)C(=O)CC2CC2)[C@@H](C)CN([C@H](C)CO)S3(=O)=O)cc1
  NSD2 block = 5
CCC(=O)N(C)C[C@H]1Oc2cc(-c3ccccc3)ccc2S(=O)(=O)N([C@H](C)CO)C[C@@H]1C
  NSD2 block = 20
CC(C)C#Cc1cnc2c(c1)C(=O)N([C@H](C)CO)C[C@H](C)[C@@H](CN(C)Cc1ccccc1)O2
  NSD2 block = -1
C[C@H]1CN([C@@H](C)CO)C(=O)c2cc(NC(=O)c3ccncc3)ccc2O[C@H]1CN(C)Cc1ccccc1
  NSD2 block = 0
C/C=C/c1ccc2c(c1)O[C@@H](CN(C)C(=O)c1cnccn1)[C@@H](C)CN([C@H](C)CO)S2(=O)=O
  NSD2 block = -1
COc1ccccc1C(=O)NCCNC(=O)c1ccco1
  NSD2 block = 1
C[C@H](CO)N1C[C@H](C)[C@@H](CN(C)C)Oc2cc(C#CC3CC3)ccc2S1(=O)=O
  NSD2 block = 2
COc1ccc(CN(C)C[C@@H]2OCCCC[C@@H](C)Oc3ccc(NC(=O)Nc4ccccc4)cc3C(=O)N([C@@H](C)CO)C[C@H]2C)cc1
  NSD2 block = 2
O=C(C1=C[C@@H](C2CCCCC2)C[C@@H](OCCCCO)O1)N1CCOCC1
  NSD2 block = 26
CCC(=O)OCC(=O)[C@@]1(OC(=O)CC)[C@@H](C)CC2C3CCC4=CC(=O)C=C[C@]4(C)C3(F)[C@@H](O)C[C@@]21C (some centres undefined)
  NSD2 block = 7
C[C@@H]1CN([C@@H](C)CO)C(=O)Cc2cc(NS(=O)(=O)c3cccs3)ccc2O[C@@H]1CN(C)C(=O)NC1CCCCC1
  NSD2 block = -1
O=C(C[C@@H]1CC[C@@H](NS(=O)(=O)c2ccccc2)[C@@H](CO)O1)NCCN1CCCCC1
  NSD2 block = -2
Cc1ccc(CC(C(=O)O)C(C)C(=O)Nc2ccc(F)cc2)cc1 (centres undefined)
  NSD2 block = -1
CC(=O)OC1C(C)OC(OC2C(CO)OC(OC(=O)[C@]34CCC(C)(C)CC3C3=CCC5[C@@]6(C)CC[C@H](OC7OC(CO)C(OC8OC(CO)C(OC9OCC(O)C(O)C9O)C(O)C8O)C(O)C7O)[C@@](C)(CO)C6CC[C@@]5(C)[C@]3(C)CC4)C(OC3OC(C)C(O)C(O)C3O)C2O)C(O)C1O (some centres undefined)
  NSD2 block = -5

C[C@H]1CN([C@@H](C)CO)C(=O)c2cc(NC(=O)NC3CCCCC3)ccc2O[C@@H]1CN(C)Cc1ccc(Cl)c(Cl)c1
  NSD2 block = -3
C[C@H]1CN([C@@H](C)CO)S(=O)(=O)c2ccc(C#Cc3ccccc3)cc2O[C@@H]1CN(C)C(=O)Nc1ccccc1
  NSD2 block = 1
C[C@@H]1CN([C@H](C)CO)S(=O)(=O)c2ccc(C#CC3(O)CCCC3)cc2O[C@H]1CN(C)C(=O)Nc1cccc(F)c1
  NSD2 block = -1
C[C@@H]1CN([C@@H](C)CO)C(=O)c2cc(NC(=O)Nc3ccc4c(c3)OCO4)ccc2O[C@@H]1CN(C)C(=O)NC1CCCCC1
  NSD2 block = 3
C[C@@H]1CN([C@H](C)CO)C(=O)c2cccc(N(C)C)c2O[C@H]1CN(C)S(=O)(=O)c1cn(C)cn1
  NSD2 block = i
C=C[C@H](COC(C)=O)N(Cc1ccc(OC(C)=O)c(OC)c1)S(=O)(=O)c1ccc(Br)cc1
  NSD2 block = -2
C[C@H](CO)N1C[C@H](C)[C@H](CN(C)Cc2ccc(C(F)(F)F)cc2)Oc2ccc(NC(=O)Nc3ccc(F)cc3)cc2C1=O
  NSD2 block = -5
C=CC[C@@]12N=C(c3ccc(OCCCO)cc3)O[C@@H]1c1ccccc1CN(C(=O)c1ccccc1)C2=O
  NSD2 block = -3
C[C@H](CO)N1C[C@H](C)[C@H](CN(C)Cc2ccc3c(c2)OCO3)Oc2ncc(Br)cc2C1=O
  NSD2 block = 9
C[C@@H]1CN([C@@H](C)CO)C(=O)c2cc(/C=C/c3ccccc3)cnc2O[C@H]1CN(C)S(=O)(=O)c1cn(C)cn1
  NSD2 block = 2
C[C@H](CO)N1C[C@H](C)[C@@H](CN(C)Cc2ccc(Oc3ccccc3)cc2)Oc2ccc(NS(=O)(=O)c3cn(C)cn3)cc2CC1=O
  NSD2 block = 2
C[C@@H]1CN([C@H](C)CO)C(=O)c2cccc(N(C)C)c2O[C@H]1CN(C)C(=O)Nc1ccc(C(F)(F)F)cc1
  NSD2 block = -4
O=C1C[C@@H](c2ccc(O)c(O)c2)Oc2cc(O[C@@H]3O[C@H](CO)[C@@H](O)[C@H](O)[C@H]3O)cc(O)c21
  NSD2 block = 4
C[C@@H]1CN([C@H](C)CO)C(=O)c2cccc(NS(C)(=O)=O)c2O[C@H]1CN(C)C
  NSD2 block = 2
COc1cc(C(=O)OC2OC(CO)C(O)C(O)C2O)cc(OC)c1OC (centres undefined)
  NSD2 block = 0
C/C=C1/[C@H](O[C@@H]2O[C@H](CO)[C@@H](O)[C@H](O)[C@H]2O)OC=C(C(=O)OC)[C@H]1CC(=O)OCC(C)[C@@H]1C[C@H]2OC(=O)C3=CO[C@@H](O[C@@H]4O[C@H](CO)[C@@H](O)[C@H](O)[C@H]4O)/C(=C/C)[C@@H]3CC(=O)OC[C@@H]1[C@H]2C (some centres undefined)
  NSD2 block = -3
C[C@H]1CN([C@@H](C)CO)C(=O)Cc2cc(NC(=O)NC3CCCCC3)ccc2O[C@H]1CN(C)Cc1ccncc1
  NSD2 block = -1
C[C@@H]1CN([C@@H](C)CO)S(=O)(=O)c2ccc(C#Cc3ccccc3)cc2O[C@@H]1CN(C)CC1CC1
  NSD2 block = -2
COc1ccc(NC(=O)N(C)C[C@@H]2Oc3ccc(NS(=O)(=O)c4ccccc4)cc3CC(=O)N([C@H](C)CO)C[C@H]2C)cc1
  NSD2 block = 1
COc1ccc([Si](C)(C)[C@H]2[C@H](CCn3cc(CCO)nn3)O[C@@]3(C(=O)N(C)c4c(Br)cc(C)cc43)[C@@H]2C)cc1
  NSD2 block = 4
Cc1noc(C)c1NC(=O)N(C)C[C@H]1Oc2c(cccc2N(C)C)C(=O)N([C@H](C)CO)C[C@@H]1C
  NSD2 block = -4
COc1ccc(-c2cnc3c(c2)C(=O)N([C@H](C)CO)C[C@H](C)[C@@H](CN(C)Cc2ccccc2)O3)cc1
  NSD2 block = -1
COc1ccc(S(=O)(=O)N(C)C[C@H]2OCCCC[C@H](C)Oc3ccc(NS(=O)(=O)c4ccc(F)cc4)cc3C(=O)N([C@@H](C)CO)C[C@H]2C)cc1
  NSD2 block = 0
C[C@@H]1CN([C@H](C)CO)C(=O)c2cccc(NS(=O)(=O)c3ccccc3)c2O[C@H]1CN(C)S(=O)(=O)c1cccs1
  NSD2 block = 1
O=Cc1ccc(NC(=O)CCCCCCC(=O)NOCc2ccccc2)cc1
  NSD2 block = 1
Cc1ccc(S(=O)(=O)Nc2cccc3c2O[C@@H](CN(C)Cc2ccc(Cl)c(Cl)c2)[C@H](C)CN([C@H](C)CO)C3=O)cc1
  NSD2 block = -4
Cc1ccc(S(=O)(=O)N(C)C[C@@H]2Oc3ccc(NC(=O)Nc4ccccc4)cc3CC(=O)N([C@@H](C)CO)C[C@@H]2C)cc1
  NSD2 block = -5
COc1cccc(-c2ccc3c(c2)O[C@H](CN(C)Cc2cccnc2)[C@@H](C)CN([C@H](C)CO)S3(=O)=O)c1
  NSD2 block = 18

4 entries from above, with the structure last.
NSD2 block | Structure
0 | COc1ccc(S(=O)(=O)N(C)C[C@H]2OCCCC[C@H](C)Oc3ccc(NS(=O)(=O)c4ccc(F)cc4)cc3C(=O)N([C@@H](C)CO)C[C@H]2C)cc1
1 | C[C@@H]1CN([C@H](C)CO)C(=O)c2cccc(NS(=O)(=O)c3ccccc3)c2O[C@H]1CN(C)S(=O)(=O)c1cccs1
1 | O=Cc1ccc(NC(=O)CCCCCCC(=O)NOCc2ccccc2)cc1
-4 | Cc1ccc(S(=O)(=O)Nc2cccc3c2O[C@@H](CN(C)Cc2ccc(Cl)c(Cl)c2)[C@H](C)CN([C@H](C)CO)C3=O)cc1

From PubChem BioAssay
